SENP8 block – inhibitors of human SENP8 protease; recombinant SENP8, Nedd8 substrate fluorescence; 360,000 tested, 0.64% active; inhibition, % at 20 µM; Q96LD8; AID 602440; in the data active = inhibition mostly above about 40%, no sharp cut-off; inactive = mostly below about 27%
Target sequence (Q96LD8 whole entry, looked up): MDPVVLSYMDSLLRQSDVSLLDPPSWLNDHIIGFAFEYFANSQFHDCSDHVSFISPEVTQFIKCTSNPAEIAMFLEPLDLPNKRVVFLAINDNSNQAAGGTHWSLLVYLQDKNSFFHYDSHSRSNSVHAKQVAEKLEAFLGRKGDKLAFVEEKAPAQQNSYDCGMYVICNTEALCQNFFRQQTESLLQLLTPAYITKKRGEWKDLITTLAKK
SENP1 FRET inh – SENP1 (human) catalytic domain inhibition | Q9P0U3 | recombinant SENP1 catalytic domain, CyPet-SUMO1-YPet FRET cleavage | inhibition, % at 10 µM | 360,000 tested, 0.21% active | AID 624204;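 active = inhibition at least 30% at 10 µM, raw YFP signal under a set limit, fluorescence ratio 0.5 to 1.5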;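 note: 0% = enzyme with DMSO and 100% = no enzyme wells; some results filed as inactive read as strong as hits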
Target sequence (Q9P0U3 419-644 limits assumed): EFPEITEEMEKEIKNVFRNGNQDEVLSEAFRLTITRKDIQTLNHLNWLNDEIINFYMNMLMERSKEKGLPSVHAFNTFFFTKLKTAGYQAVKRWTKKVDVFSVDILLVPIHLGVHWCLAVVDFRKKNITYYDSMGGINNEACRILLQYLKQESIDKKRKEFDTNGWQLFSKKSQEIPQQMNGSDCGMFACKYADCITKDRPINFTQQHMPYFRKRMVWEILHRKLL
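Test system: human SENP1 catalytic domain; medium: Tris pH 8 buffer plus EDTA, NaCl, BME, BSA, NP40, catalase; incubation: 50 min reaction at room temperature; technique: FRET, CFP and YFP emission; controls: no-enzyme low control and enzyme-plus-DMSO high control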
ATG4B inhibitor – ATG4B (human) cysteine protease inhibition; 340,000 tested, 0.51% active; ATG4B cleavage of LC3-PLA2, NBD-HPC fluorescence, 1 h; AID 504462; Q9Y4P1; inhibition, % at 8.33 µM; in the data active = inhibition above about 40%
Target sequence (Q9Y4P1 whole entry, looked up): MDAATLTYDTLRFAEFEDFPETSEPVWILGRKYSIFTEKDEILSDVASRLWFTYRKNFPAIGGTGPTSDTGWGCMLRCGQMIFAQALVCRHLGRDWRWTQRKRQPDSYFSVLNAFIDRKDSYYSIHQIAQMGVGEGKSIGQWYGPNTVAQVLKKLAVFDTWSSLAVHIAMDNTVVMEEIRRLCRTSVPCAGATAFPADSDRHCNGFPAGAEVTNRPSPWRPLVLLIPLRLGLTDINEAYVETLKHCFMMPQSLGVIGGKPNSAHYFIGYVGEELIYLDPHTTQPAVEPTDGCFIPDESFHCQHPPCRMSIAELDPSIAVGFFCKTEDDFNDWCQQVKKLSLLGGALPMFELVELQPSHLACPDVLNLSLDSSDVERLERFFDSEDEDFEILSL
hIAP activ – increases human intestinal alkaline phosphatase activity; AID 2524; purified human IAP, CDP-Star luminescence, 30 min; stronger effect = higher value; 1 = vehicle-only enzyme, 0 = enzyme-free background; P09923; 330,000 tested, 0.16% active; activation factor at 10 µM;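 active = activation factor of the enzyme at least 2-fold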; note: the source names both 10 and 20 µM as test concentration; values of inactives mirror those of a sister screen read the other way
NR3A LBD binder – modulates the human NR3A ligand-binding domain | NR3A LBD differential scanning fluorimetry, Tm shift; 0% = protein alone, 100% = glycine-bound protein | Tm shift relative to glycine control, % at 25 µM | 340,000 tested, 2.5% active;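 active = melting temperature shift of at least 10% of the positive control shift, at one fixed dose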
PfGluPho inh – PfG6PD (Plasmodium falciparum) enzyme inhibition; PfGluPho enzyme, NADPH resazurin-diaphorase fluorescence; inhibition, % at 20 µM; 350,000 tested, 0.78% active;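 active = inhibition reaching at least a set limit at 20 µM in the primary screen, cut at about 59% in these data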;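 note: 0% = DMSO wells with substrate and 100% = DMSO wells lacking glucose-6-phosphate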
SENP6 block – SENP6 protease inhibition | Q9GZR1 | Recombinant SENP6 catalytic domain, aminoluciferin luminescence | inhibition, % at 10 µM | 330,000 tested, 1.8% active | AID 2599;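 active = inhibition above about 50% at the single tested dose, limit read from the data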;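 note: plate controls were DMSO wells with enzyme for no effect and DMSO wells lacking enzyme for full effect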
MPTP inh – permeability transition pore inhibition | isolated mouse mitochondria, Ca2+ swelling absorbance, 30 min | inhibition, % at 10 µM | 360,000 tested, 1.4% active | AID 602449;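 active = inhibition of 50% or more, scaled per plate between neutral and stimulator controls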;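 note: 0% = DMSO wells given calcium and 100% = 1 mM EGTA wells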
* marks the source's active call; other numbers are inactive results; . = no result given; + = active, no number.

SMILES | SENP8 block | SENP1 FRET inh | ATG4B inhibitor | hIAP activ | NR3A LBD binder | PfGluPho inh | SENP6 block | MPTP inh
CC1(/[N+]([O-])=C\c2ccccc2F)CCCCC1=O (configuration not stated) | 16.2 | -1.1 | -5.1 | 1.1 | 1.2 | -2.5 | -9.9 | 0.1
O=C(NCCc1ccc(F)cc1)c1cccc(NC(=O)c2ccccc2)c1 | 5.7 | -0.1 | -0.8 | 0.905 | 2.5 | 6.1 | 7.8 | 0.9
O=C(CSc1nc2ccccc2c(=O)n1-c1ccccc1)c1cccc([N+](=O)[O-])c1 | 17.2 | 2.7 | -2.8 | 0.835 | -1.3 | -8.9 | 10.8 | 3.3
O=C(NNc1cccc(Cl)n1)Nc1cccc(Cl)c1 | 0.0 | 0.9 | -4.8 | 1.17 | -1.4 | 49.1 | 4.5 | 9.9
O=C(COC(=O)c1ccc(O)cc1)NC1CCCCCCC1 | 14.2 | 0.5 | . | . | . | -8.2 | . | -4.2
Cc1cccc(-n2c(SCC(=O)c3c(N)n(C4CC4)c(=O)[nH]c3=O)nnc2N2CCOCC2)c1 | 3.8 | 0.3 | -6.2 | 0.925 | -0.3 | 14.2 | 5.2 | -1.5
COCCCNC(=O)c1c(N)n(/N=C/c2cccnc2)c2nc3ccccc3nc12 | -474.8 | -104.9 | -2.4 | 1.12 | -7.0 | -1.1 | -4.3 | +
O=C(c1cccnc1)N1CCN(c2ccc([N+](=O)[O-])cc2Cl)CC1 | 13.6 | 2.8 | -12.0 | 0.994 | -0.2 | 9.3 | 2.3 | 1.7
CCOC(=O)C1CCN(CCC(=O)Nc2ccc(F)cc2)CC1 | 5.3 | 0.0 | 6.4 | 0.944 | -0.4 | -2.6 | -4.0 | -0.8
CC(C)Oc1ccc(S(=O)(=O)N2CCOCC2)cc1NC(=O)C1=COCCO1 | 18.4 | -0.5 | -3.8 | 1.05 | 0.8 | -12.1 | -4.9 | -1.0
COc1ccc2nc3oc(C(=O)N4CCN(c5cccc(C(F)(F)F)c5)CC4)cc3cc2c1 | -249.1 | -1.3 | -14.9 | 0.959 | 3.3 | 10.6 | -5.8 | 1.8
Nc1sccc1C(=O)c1ccc(Cl)cc1 | 9.9 | -3.0 | 0.0 | . | 0.5 | -10.0 | . | 1.4
COc1ccc(CN(C)C(=O)c2ccc(NS(=O)(=O)c3ccc(C)c([N+](=O)[O-])c3)cc2)c(OC)c1OC | 12.2 | 2.1 | -4.5 | 0.857 | -5.5 | -23.8 | -15.7 | 0.6
COc1ccccc1C(=O)O[C@H]1[C@H](Cc2ccccc2)NS(=O)(=O)[C@H]2C[C@@H]3C=C[C@]12O3 | 15.2 | -2.3 | -6.0 | 0.91 | -1.4 | -11.1 | 0.1 | 0.6
CCCCCN(C(=O)COC(=O)c1ccc(C)cc1)c1c(N)n(CCCC)c(=O)[nH]c1=O | 3.4 | -3.6 | 5.6 | 1.14 | 1.2 | -36.4 | -12.9 | -0.3

Some of the entries above, set out differently:
compound	SENP8 block	SENP1 FRET inh	ATG4B inhibitor	hIAP activ	NR3A LBD binder	PfGluPho inh	SENP6 block	MPTP inh
COc1ccc2nc3oc(C(=O)N4CCN(c5cccc(C(F)(F)F)c5)CC4)cc3cc2c1	-249.1	-1.3	-14.9	0.959	3.3	10.6	-5.8	1.8
Nc1sccc1C(=O)c1ccc(Cl)cc1	9.9	-3.0	0.0	.	0.5	-10.0	.	1.4

(further entries)
SMILES | SENP8 block | SENP1 FRET inh | ATG4B inhibitor | hIAP activ | NR3A LBD binder | PfGluPho inh | SENP6 block | MPTP inh
CS(=O)(=O)N1CCC(C(=O)Nc2ccccc2F)CC1 | 3.8 | 1.9 | 17.3 | 1.08 | 1.5 | 5.7 | -8.1 | -0.9
Cc1cccc(NC(=S)N2CCCCCC2)c1C | 10.2 | 1.6 | -3.4 | 0.968 | -27.4 | -0.5 | 7.6 | -2.9
Cc1ccc(S(=O)(=O)N(C)Cc2cc3ccccc3[nH]c2=O)cc1 | -25.7 | -0.4 | 5.8 | 0.94 | -0.5 | 7.1 | -3.5 | 1.2
Cc1c(C(=O)N(C)Cc2ccc(OC(F)F)cc2)oc2ccccc12 | -0.5 | 0.4 | 1.5 | 1.04 | -2.3 | 3.7 | -6.7 | 0.6
COc1ccc(CCNC(=O)c2ccc(CNc3c(N4CCOCC4)c(=O)c3=O)cc2)cc1OC | 11.1 | 2.1 | 6.9 | 0.932 | -1.3 | 5.5 | -6.0 | -0.6
CC1(C(=O)O)COC(c2ccc([N+](=O)[O-])cc2)OC1 (configuration not stated) | -1.2 | 2.2 | 1.6 | 0.974 | -0.5 | -10.8 | 1.9 | -1.7
CCc1ccc(-c2cc(C(=O)NCc3ccco3)c3ccccc3n2)s1 | -263.6 | -15.2 | 5.5 | 1.06 | -1.6 | 25.6 | -10.2 | -1.4
O=C(NCC(=O)N1CCN(c2ccccc2)CC1)c1ccc(Br)o1 | 7.5 | -1.9 | -5.5 | 1.21 | 1.8 | 11.7 | 0.9 | -2.1
COc1cc(OC)c(-c2nn3c(C4CCCCC4)nnc3s2)cc1OC | -280.0 | 1.9 | 3.8 | 1.18 | -3.1 | 12.3 | -16.3 | 1.0
CCN(CC)CCOC(=O)c1ccc(N/C=C(/C#N)c2nc(-c3ccc(OC)c(OC)c3)cs2)cc1 | -57.4 | -27.9 | -22.6 | 0.948 | -3.7 | 54.3 | -14.5 | -5.4
O=C(NC1CCCCCCC1)C1c2ccccc2C(=O)N1Cc1ccco1 (configuration not stated) | 0.5 | 0.2 | -8.1 | 1.05 | 0.7 | -1.4 | -1.4 | -0.3
Cc1ccc(NC(=O)CCN2CCc3ccccc3C2)cc1 | 9.2 | -3.5 | 1.0 | 1.03 | -18.8 | -9.0 | -11.7 | 0.3
COC(=O)c1sccc1NC(=O)CSc1nnnn1-c1ccccc1F | 22.3 | 10.7 | -3.0 | 1.07 | -0.2 | -19.2 | 1.6 | -0.7
Cc1cc2nc(CS(=O)(=O)c3ccccc3)cc(=O)n2[nH]1 | -4.7 | 1.5 | -14.2 | 0.996 | -1.0 | 22.3 | -7.8 | -0.6
Cc1ccc(S(=O)(=O)NC2(C(F)(F)F)NC(=O)N(CCc3ccccc3)C2=O)cc1 (configuration not stated) | 8.1 | 1.9 | -8.7 | 1.12 | -0.8 | -5.3 | 11.6 | 0.1
COc1cccc(N2CCN(C(=O)Nc3ccccc3Cl)CC2)c1 | 12.2 | 3.1 | -2.0 | 0.799 | -4.1 | 3.6 | 13.9 | -1.1
Oc1[nH]c2ccccc2c1N=Nc1ccccc1 | 49.5* | -21.7 | 0.0 | 0.919 | -8.4 | -6.5 | 87.9* | 5.8
COC(=O)c1ccc(OCC(O)CN2CCN(C(=O)c3ccco3)CC2)c(OC)c1 (configuration not stated) | 5.5 | 2.1 | -6.3 | 0.979 | 1.3 | -14.6 | 0.9 | -1.0
COc1ccc(-c2nc(-c3ccc4c(c3)OCO4)[nH]c2-c2ccc(OC)cc2)cc1 | -283.9 | 0.5 | 36.3 | 0.936 | -5.0 | 14.6 | -3.2 | 69.4*
COc1ccc(N2C(=S)NC3CS(=O)(=O)CC32)cc1 (configuration not stated) | 1.2 | 0.2 | -4.8 | 1.06 | -0.1 | -10.9 | -7.6 | 0.1
Brc1ccc(N/N=C(/N=Nc2nn[nH]n2)c2ccccc2)cc1 | 39.7 | 3.7 | 37.3 | 1.03 | 4.3 | 19.4 | 9.6 | 85.0*
CNC(=O)C1=C(C)n2c(nc3ccccc32)NC1c1ccc(OC)cc1 (configuration not stated) | -8.5 | -2.3 | -11.1 | 0.781 | -1.9 | -14.2 | -4.5 | -1.0
O=S(=O)(N/N=C\c1ccc2c(c1)OCO2)c1ccc(F)cc1 | 8.1 | 1.9 | -3.7 | 1.2 | -2.3 | -5.9 | -4.0 | -0.6
O=C(COC(=O)C1CCN(S(=O)(=O)c2cccc3cccnc23)CC1)c1ccc([N+](=O)[O-])cc1 | 18.1 | 1.3 | -21.6 | 1.15 | 1.4 | 46.2 | -16.4 | -0.9
Cc1ccc(C(c2c(O)nc3n(c2=O)CCS3)c2c(O)nc3n(c2=O)CCS3)cc1 | 5.1 | 2.0 | -3.9 | 1.03 | 0.4 | -4.1 | -14.7 | 0.9
Cc1sc2ncnc(N3CCC(C(=O)NNC(=O)COc4ccccc4F)CC3)c2c1C | 25.3 | 0.5 | -3.1 | 1.84 | 1.9 | -9.2 | -12.8 | 0.0
COc1cccc(C(=O)c2cc3cc(Cl)ccc3[nH]2)c1 | -43.5 | 2.3 | -19.0 | 0.897 | 5.1 | 6.6 | -5.1 | 2.8
CN(C)S(=O)(=O)c1ccc(NC(=O)CNc2cc(S(=O)(=O)N3CCCC3)ccc2OCC(F)(F)F)cc1 | -3.6 | 0.7 | -8.8 | 1.03 | -0.6 | 16.1 | -6.1 | 1.4
Cc1ccc(OCC(=O)N2CCCCCCC2)cc1 | 11.1 | 0.6 | -1.0 | 1.03 | -0.1 | -13.5 | -3.7 | 6.3
CC(C)CNS(=O)(=O)c1ccc(S(=O)(=O)N2CCN(C3CCCC3)CC2)cc1 | 0.0 | -0.1 | -6.1 | 0.911 | -1.7 | 16.1 | 15.5 | -1.2
O=C1Cc2cc(S(=O)(=O)NCc3ccc(F)cc3)ccc2N1 | -9.2 | -5.6 | -0.1 | 1.18 | -2.9 | -25.8 | 3.1 | -2.9
O=C(Nc1nc(-c2ccc([N+](=O)[O-])cc2)cs1)C1=COCCO1 | 10.1 | 1.4 | . | . | . | 14.8 | . | -0.1
CCOCCCNC(=O)C(Cc1ccccc1)NS(=O)(=O)c1cccc2nsnc12 (configuration not stated) | 9.7 | 1.3 | -9.5 | 1.08 | 0.8 | -1.1 | -2.7 | -4.5
O=c1c(Cc2c(F)cccc2Cl)c(O)ccn1CCCN1CCOCC1 | 3.7 | 4.4 | -2.8 | 1.08 | -0.9 | 2.4 | 5.0 | -0.9
Cc1cc(C(=O)NC2CCCN(Cc3ccc(Cl)cc3)C2)n(C)n1 (configuration not stated) | -6.3 | -3.0 | 7.9 | 1.21 | 0.2 | -15.0 | -12.8 | -1.1
COC(=O)c1nnn(-c2ccsc2C(=O)OC)c1C(=O)OC | 9.0 | 0.0 | -4.5 | 0.932 | 0.6 | 10.9 | 6.7 | -1.6
CN(CC(=O)Nc1ccccc1Oc1ccccc1)Cc1ccccc1F | 5.8 | 3.3 | 20.4 | 0.97 | 0.3 | 12.2 | -14.7 | 2.6
CC1=C(C(=O)Nc2cc(C(=O)NCCCOC(C)C)ccc2C)SCCO1 | 19.7 | 0.9 | 2.2 | 1.08 | -4.7 | -4.4 | -3.8 | 1.0
CCOc1ccc(S(=O)(=O)NN2Cc3ccccc3C2=N)cc1 | 18.0 | 1.2 | -3.3 | 0.897 | 0.2 | -7.2 | -16.8 | -2.3
O=C(Nc1ccc(Cl)cc1)c1ccc(-n2cccn2)c([N+](=O)[O-])c1 | 3.5 | 3.7 | -0.1 | 0.915 | 23.3* | 70.0* | 4.6 | 72.9*
COc1ccc(N/C=C\C(=O)c2ccc(Br)cc2)cc1OC | 1.0 | -23.3 | 0.9 | 0.969 | -2.7 | 13.9 | 0.0 | 4.9
CC(C)(C)c1ccc(-c2csc(NNC3=NCCCCC3)n2)cc1 | 12.2 | -0.5 | -6.5 | 1.03 | 1.7 | 24.1 | -4.7 | 1.0

2 compounds from above with just hIAP activ and PfGluPho inh.
| structure | hIAP activ | PfGluPho inh |
| --- | --- | --- |
| CC(C)(C)c1ccc(-c2csc(NNC3=NCCCCC3)n2)cc1 | 1.03 | 24.1 |
| O=C1Cc2cc(S(=O)(=O)NCc3ccc(F)cc3)ccc2N1 | 1.18 | -25.8 |

Some values from the entries so far:
Under hIAP activ, CCOc1ccc(S(=O)(=O)NN2Cc3ccccc3C2=N)cc1 has 0.897
Under SENP6 block, CCOCCCNC(=O)C(Cc1ccccc1)NS(=O)(=O)c1cccc2nsnc12 (configuration not stated) has -2.7
